MITF inh: human MITF inhibition, primary screen | 650,000 compounds, 0.91% hits | AlphaScreen MITF homodimerization, bead proximity signal | AID 1259374 | inhibition, % at 2.6 µM | O75030; in the data active = inhibition above about 50%;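 also: 0% = vehicle wells with protein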
Target sequence (O75030 whole entry, looked up): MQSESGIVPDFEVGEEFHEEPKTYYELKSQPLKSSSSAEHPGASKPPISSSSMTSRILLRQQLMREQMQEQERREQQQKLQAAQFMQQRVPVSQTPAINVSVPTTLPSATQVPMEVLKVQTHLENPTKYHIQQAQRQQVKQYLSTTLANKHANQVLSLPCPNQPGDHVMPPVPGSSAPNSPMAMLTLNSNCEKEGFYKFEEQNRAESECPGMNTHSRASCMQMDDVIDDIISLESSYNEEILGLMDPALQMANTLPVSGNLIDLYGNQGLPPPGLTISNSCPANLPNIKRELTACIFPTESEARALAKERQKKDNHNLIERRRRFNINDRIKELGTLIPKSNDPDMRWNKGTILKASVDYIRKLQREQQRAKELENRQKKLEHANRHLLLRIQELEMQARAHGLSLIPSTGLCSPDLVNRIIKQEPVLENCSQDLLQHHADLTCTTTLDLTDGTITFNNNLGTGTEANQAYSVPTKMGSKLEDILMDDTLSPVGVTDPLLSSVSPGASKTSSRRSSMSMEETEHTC
TEAD-YAP block: TEAD-YAP interaction inhibition. HEK-TIYL cells, TEAD-Gal4/YAP UAS-luciferase luminescence. inhibition, % at 9.12 µM. 640,000 compounds, 1.4% hits; in the data active = inhibition above about 32%;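 also: 0% = median of test compound wells and 100% = reference inhibitor wells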
GPR151 activ: activates the human receptor GPR151; PathHunter beta-arrestin GPR151 cells, luminescence; activation, % at 11.2 µM; 650,000 compounds, 1% hits; AID 1508602; in the data active = activation above about 4.9%;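 also: 0% = median of compound wells and 100% = cells with positive control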
Target sequence (Q8TDV0 whole entry, looked up): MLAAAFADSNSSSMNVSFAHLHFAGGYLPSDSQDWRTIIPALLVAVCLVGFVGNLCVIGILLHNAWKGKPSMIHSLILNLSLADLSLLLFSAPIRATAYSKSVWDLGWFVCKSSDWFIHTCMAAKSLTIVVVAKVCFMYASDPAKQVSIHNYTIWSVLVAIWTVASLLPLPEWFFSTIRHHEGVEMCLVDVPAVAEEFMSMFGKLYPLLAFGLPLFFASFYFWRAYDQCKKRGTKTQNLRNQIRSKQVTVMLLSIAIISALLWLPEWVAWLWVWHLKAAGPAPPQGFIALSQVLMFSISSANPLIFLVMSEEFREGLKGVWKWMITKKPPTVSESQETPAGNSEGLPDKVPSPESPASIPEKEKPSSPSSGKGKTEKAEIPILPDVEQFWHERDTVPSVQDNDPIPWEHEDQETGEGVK
FBW7 act: human FBW7 E3 ligase activation, primary screen; Q969H0; AlphaScreen FBW7–phospho-cyclin E peptide binding, activator screen; normalized activity (activation), % at 26.1 µM; 650,000 compounds, 0.13% hits; AID 1259310; in the data active = normalized activity above about 1.9%;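 also: purified mutant Fbw7 with reduced substrate affinity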
Active calls of the source: *. No enrichment for hits. About 3.5% of those tested had a hit in this group.

SMILES	MITF inh	TEAD-YAP block	GPR151 activ	FBW7 act
CN1C(=O)/C(=C2\SC(=S)N(c3ccc(CC(=O)O)cc3)C2=O)c2ccccc21	11	3	6.9*	-0.1
O=C(O)c1ccc2c(c1)N(Cc1ccc(F)cc1)C(=O)c1ccccc1S2=O (stereo not drawn)	9	9	-1.9	0.8
NC(=O)NC(Cc1ccccc1)C(=O)O (stereo not drawn)	9	0	-0.4	0.8
Cc1ccccc1NC(=O)C(=O)N1CCOCC1	22	3	-0.2	0.3
Cc1cccc(/C=N/NC(=O)c2ccccc2O)n1	7	-22	2.8	0.1
c1ccc(Nc2cc(NCc3nc4ccccc4[nH]3)ncn2)nc1	1	-17	1.1	-0.3
COc1ccc(/C(C)=N\NC(=O)COc2ccc(Cl)cc2C)cc1OC	-3	-9	-0.4	-0.1
O=C(NC1CC2CCC(C1)N2C(=O)NCc1ccccc1)C1CC1 (stereo not drawn)	1	-10	-0.9	-0.2
Cc1cccc(N=C2NC(=O)/C(=C/c3ccc(F)cc3)S2)c1C	-2	-8	1.4	-0.1
Cc1ccc(C(=O)CN2C(C(=O)c3ccccc3)=C(N(C)C)c3ccccc3S2(=O)=O)c(C)c1	14	-5	-0.9	0.0
O=c1cc(-c2ccc([N+](=O)[O-])cc2)c2c(O)cc(O)cc2o1	3	-5	1.0	0.1
CNC(=O)c1cc2cc(OC)ccc2n1CCN(C)C	2	8	0.0	0.5
COc1cc(Cl)c(CN2CCN(Cc3cccs3)C(CCO)C2)cc1OC (stereo not drawn)	1	-2	-1.9	0.1
O=C(Nc1ccc(C23CC4CC(CC(C4)C2)C3)cc1)c1ccc(Cl)cc1Cl	0	0	1.0	-0.1
O=C(NCc1cccc(C(F)(F)F)c1)c1ccc2nc(Nc3cccnc3)sc2c1	3	-15	-0.3	0.2

Reprinted at random: 4 records from the list, in no set order.
SMILES	MITF inh	TEAD-YAP block	GPR151 activ	FBW7 act
NC(=O)NC(Cc1ccccc1)C(=O)O (stereo not drawn)	9	0	-0.4	0.8
O=c1cc(-c2ccc([N+](=O)[O-])cc2)c2c(O)cc(O)cc2o1	3	-5	1.0	0.1
c1ccc(Nc2cc(NCc3nc4ccccc4[nH]3)ncn2)nc1	1	-17	1.1	-0.3
Cc1cccc(N=C2NC(=O)/C(=C/c3ccc(F)cc3)S2)c1C	-2	-8	1.4	-0.1

Next section.
SMILES	MITF inh	TEAD-YAP block	GPR151 activ	FBW7 act
CC1=NN(c2ccc(Br)cc2)C(=O)/C1=C\c1ccc2c(c1)OCO2	-3	1	1.6	-0.9
COc1ccccc1NC1=C/C(=N/S(=O)(=O)c2cccs2)c2ccccc2C1=O	54*	-12	-0.3	-0.6
Cc1ccc2nc(-c3ccc(NC(=O)c4ccc(C#N)cc4)cc3)sc2c1	10	15	-1.1	0.0
O=C(Nc1nc(-c2ccccc2)c(C(=O)c2ccccc2)s1)c1ccccc1[N+](=O)[O-]	2	14	5.0*	0.2
CC(C)CNS(=O)(=O)c1ccc(CCC(=O)NCc2cccnc2)cc1	-2	8	1.8	0.2
O=C(CN1CCCC1)Nc1ccc(Cc2ccc(NC(=O)CN3CCCC3)cc2)cc1	4	-4	-0.5	-0.1
Cc1c(C(=O)N2CC(C)OC(C)C2)oc2ccccc12 (stereo not drawn)	-1	6	3.3	0.0
CCOC(=O)CN(C)C(=O)CC1C(=O)NCCN1Cc1ccccc1OC (stereo not drawn)	0	-21	0.8	0.2
CCS(=O)(=O)Nc1cccc(N2CCC(NC(C)c3nccs3)CC2)c1 (stereo not drawn)	0	5	-0.3	-0.2
COc1ccccc1/C=N/Nc1nc(C)c(C(C)=O)s1	-6	-18	-1.1	-0.1
CS(=O)(=O)c1ccc2nc(NC(=S)NC(=O)c3cc4cc([N+](=O)[O-])ccc4s3)sc2c1	-5	-3	0.7	-0.1
CCOC(=O)/C(=N\O)c1c(C)nn(-c2ccccc2)c1C	6	-21	-0.3	0.0
CCOC(=O)c1c(NC(=O)c2ccc(Br)cc2)sc(C)c1C	1	-2	-0.6	0.0
CS(=O)(=O)N(CC(=O)N/N=C/c1cc(Cl)cc(Cl)c1O)c1ccccc1	8	58*	1.1	-0.3
CC(NC(=O)C1C2C=CC(C2)C1C(=O)O)C12CC3CC(CC(C3)C1)C2 (stereo not drawn)	2	-3	0.4	0.0
Cc1ccc2cc(-c3ccncc3)[nH]c2c1	1	-50	-1.2	-0.1
CN1CCCN(C(=O)C2CC23CCN(Cc2c(F)cccc2Cl)CC3)CC1 (stereo not drawn)	9	11	-1.0	0.0
CC(=O)c1cccc(N(CC(=O)Nc2cccc(Cl)c2Cl)S(C)(=O)=O)c1	3	5	-1.1	0.0
C/C(=C1/SC(=S)N(CC(=O)O)C1=O)c1cccc(Br)c1	15	-12	-1.1	-0.4
O=C1NC(=O)N(c2ccc([N+](=O)[O-])cc2)C(=O)/C1=C/c1ccc(Cl)cc1	12	13	-0.2	0.1
COc1cccc2cc(C(=O)Nc3ccc4nc(N5CCN(C)CC5)sc4c3)oc12	8	-4	1.2	-0.1
CCOc1cccc(C(=O)Nc2cccc(C(C)=O)c2)c1	-13	-26	-0.6	-0.1
O=C(NCc1cccnc1)c1cc2n(n1)C(C(F)(F)F)CC(c1ccccc1)N2 (stereo not drawn)	25	11	-1.2	1.0
CC1=NN(c2cccc(C(=O)O)c2)C(=O)C1	60*	-2	0.2	-0.1
COc1ccc(S(=O)(=O)Nc2c(C)n(C)n(-c3ccccc3)c2=O)c2ccccc12	-1	-2	-0.5	-0.1
O=[N+]([O-])c1cnccc1Nc1ccccc1	-4	12	-1.5	0.1
CCOc1cc(/C=C/c2nc(O)c([N+](=O)[O-])c(=O)[nH]2)cc(Cl)c1OCC(=O)OC	16	4	0.3	0.3
COc1ccc(NCc2ccc(OC)c(OC)c2OC)cc1Cl	17	-31	7.9*	-0.3
Cc1cc(C(=O)Nc2cnn(Cc3ccccc3C)c2)no1	6	-38	0.3	0.0
CCCCNc1ncc2c(n1)c(=O)c(C#N)c1[nH]c3ccccc3c(=O)n12	-14	-4	2.2	2.1*
COC(c1ccccc1)c1nnc(CCC(=O)NC2Cc3ccccc3C2)o1 (stereo not drawn)	-8	-10	2.7	-0.1
CCC(=O)Nc1nnc(SCc2cccc(F)c2)s1	1	-14	-0.2	0.0
COc1cc(C2C(C#N)=C(N)Oc3n[nH]c(-c4ccc5c(c4)OCO5)c32)cc(OC)c1O (stereo not drawn)	-1	7	-1.4	0.0
Cc1ccc(OCc2nc(-c3ccccn3)no2)cc1C	-3	-39	-1.6	-0.1
C=CCn1c(SCc2ccc(Cl)c(Cl)c2)nc2sc3c(c2c1=O)CC(C)(CC)OC3 (stereo not drawn)	-9	5	1.0	0.1
c1ccc2c(c1)Cc1ccccc1OCO2	-1	-6	-1.2	0.2
Cc1cccc(N2C(=O)C3C(c4ccccc4)CCC(c4ccccc4)C3C2=O)c1 (stereo not drawn)	8	8	0.7	-0.1
Fc1ccc(-n2cc(-c3ccccc3)c3c(NCc4ccccc4Cl)ncnc32)cc1	1	2	-0.5	-0.2
Cc1cccc(N(CCO)C(=S)Nc2ccccc2)c1	-8	-10	-0.7	-0.1
COc1ccc(C(=O)N2CCN(Cc3cccc(Cl)c3)CC2)cc1OC	51*	-3	-2.0	0.0
COc1cc(CN(CCCN(C)C)CCCN(C)C)ccc1OCc1ccccc1	35	5	-0.4	0.0
CC1(C)CC(=O)C=C(NCCN2CCN(C(=O)Nc3ccc(Cl)c(Cl)c3)CC2)C1	73*	0	1.8	0.0
CC1CCCN(c2nnc(NC(=O)NC3CCCC3)s2)C1 (stereo not drawn)	-1	-16	0.0	-0.1
COc1ccc(C(=O)Nn2c(C3CC3)nc3ccccc3c2=O)c(OC)c1	22	0	-0.7	0.5
C/C(=N\NC(=O)COc1ccc(Cl)cc1)c1ccc(N(C)C)cc1	8	0	0.0	0.2
Cc1nc(N2CCN(Cc3ccccc3)CC2)c2c3c(sc2n1)CCC3	-6	-7	-1.2	0.7
Cc1[nH]n(-c2ccccc2)c(=O)c1C=NC1CCCCC1	-18	-20	0.4	0.0
CN(c1ccccc1C(=O)Nc1ccccc1Cl)S(C)(=O)=O	11	-2	-1.3	0.0
CC1(c2ccc(Cl)cc2)C(=O)Nc2ccccc21 (stereo not drawn)	-15	4	2.3	0.0
Cc1csc(CN(C)C(=O)CC2C(=O)NCCN2Cc2ccc(F)cc2Cl)n1 (stereo not drawn)	8	-7	-0.3	0.0
O=C(O)/C(=C\c1ccc([N+](=O)[O-])cc1)NC(=O)c1ccccc1	18	1	-0.8	0.0
Cc1cccc(/C(C#N)=C/c2cc3c(cc2[N+](=O)[O-])OCO3)c1	-5	-3	-0.2	-0.1
O=C(c1ccc(Br)o1)N1CCN(c2ccc(Cl)cc2[N+](=O)[O-])CC1	-4	-14	1.7	-0.2
OCCNc1nc(Nc2ccc(Cl)cc2)nc2ccccc12	19	9	0.7	0.4
Cc1cc(C2(c3cc(C)c(N)c(C)c3)CCCCC2)cc(C)c1N	23	-14	-0.6	0.2
O=S(=O)(Nc1ccccc1NS(=O)(=O)c1ccc(F)cc1)c1ccc(F)cc1	17	8	-0.7	-0.1
O=C(/C=C/c1ccc(S(=O)(=O)N2CCOCC2)cc1)N1CCN(CCO)CC1	11	0	-0.5	0.2
Cc1[nH]n(-c2ccccc2)c(=O)c1C=Nc1ccc(N(C)C)cc1	63*	21	0.3	-0.4
Cc1cc(C)n(S(=O)(=O)c2ccc(Cl)c(C)c2Cl)n1	19	4	0.6	0.0
COc1ccc(-n2nc(C(=O)NCC(=O)Nc3cccc(C)n3)c3ccccc3c2=O)cc1	13	7	1.7	-0.1
Next results
SMILES	MITF inh	TEAD-YAP block	GPR151 activ	FBW7 act
O=[N+]([O-])c1ccc2c(c1)S(=O)(=O)NC2=NCCC1=CCCCC1	2	-6	0.3	0.1
CCOC(=O)c1nnn(CC(=O)Nc2ccccc2F)c1C(=O)OCC	4	-7	1.1	-0.1
COc1ccc(C(=O)Nn2c(-c3cccc(Cl)c3)nc3ccccc3c2=O)cc1	4	4	0.3	0.0
Cc1cc(C)nc(SC2CCCCC2NS(=O)(=O)c2ccccc2)n1 (stereo not drawn)	14	3	-1.2	0.9
CC(C)N(CCNC(=O)c1csc(Br)n1)C(C)C	14	0	-0.8	0.0
O=C(c1ccc2c(=O)n(Cc3ccc(Cl)cc3)c(=S)[nH]c2c1)N1CCC(N2CCCCC2)CC1	1	-10	0.0	0.0
O=C(NCC1Cc2cccc(-c3ccncc3)c2O1)c1cccs1 (stereo not drawn)	1	-4	-0.5	-0.1
O=C(Nc1ccc(Cl)cc1)C1C2C=CC(C2)C1C(=O)Nc1ccc(Cl)cc1 (stereo not drawn)	-5	-13	1.9	-0.2
Cc1ccc2c(c1)cc(CN(Cc1ccc3c(c1)OCO3)C(=O)CC(C)(C)C)c1nnnn12	-5	-8	0.9	0.0
CCOC(=O)CNC(=O)c1c(C)[nH]c(C(=O)OCC)c1C	21	9	0.1	-0.3
O=C1N=C(N2CCOCC2)S/C1=C/c1cccc2ccccc12	7	-34	0.4	-0.1
CN1CC(=O)N2CCN(S(=O)(=O)c3ccc(Cl)cc3)C[C@@H]2C1=O	-6	-10	-0.8	-0.3
CCOC(=O)C1=C(C)Nc2ncnn2C1c1ccc(OC)cc1OC (stereo not drawn)	6	-9	-2.4	0.1
Cc1onc(-c2c(Cl)cccc2Cl)c1C(=O)Nc1ccc(S(N)(=O)=O)cc1	-11	-2	-0.4	0.1
Cc1ccc(C)c(OCCCCNCCO)c1C	56*	1	-0.5	-0.1
COc1cccc(-c2ccc(=O)n(CC(=O)NCc3ccco3)n2)c1	18	6	0.1	0.2
Cc1ccc(C(=O)Nc2nnc(Cc3cccs3)o2)cc1C	9	19	1.6	-1.0
CCOc1cc(C2CC(=O)NC3=C2C(=O)CC(c2cccs2)C3)cc(Cl)c1O (stereo not drawn)	7	11	-0.1	0.1
CCN(CC)CCNC(=O)c1ccc2c(=O)n(Cc3ccc4c(c3)OCO4)c(=S)[nH]c2c1	13	-4	1.7	0.3
O=C1c2cccc([N+](=O)[O-])c2C(=O)N1c1ccc(Oc2ccccc2)cc1	12	11	-0.5	0.0
CCCCCCCc1ccc(-c2ccc(Br)cc2)nc1	-8	6	-0.2	0.0
COc1ccccc1CCNCc1ccc(C(=O)O)s1	2	7	0.5	-0.1
CCOC(=O)C1(CCC(C)C)CC(CSC(=N)N)OC1=O (stereo not drawn)	4	-7	-0.5	0.2
COC(=O)C1C(c2ccc(OC)c(OC)c2)NC(c2ccc(OC)c(OC)c2)C(C(=O)OC)S1(=O)=O (stereo not drawn)	-6	-8	-1.1	-0.1
COc1ccc(C2C(C(=O)N3CCN(c4ccccc4)CC3)c3ccccc3C(=O)N2c2ccc(OC)cc2)cc1 (stereo not drawn)	-5	0	-1.1	0.0

2 successive records already listed:
SMILES	MITF inh	TEAD-YAP block	GPR151 activ	FBW7 act
COC(=O)C1C(c2ccc(OC)c(OC)c2)NC(c2ccc(OC)c(OC)c2)C(C(=O)OC)S1(=O)=O (stereo not drawn)	-6	-8	-1.1	-0.1
COc1ccc(C2C(C(=O)N3CCN(c4ccccc4)CC3)c3ccccc3C(=O)N2c2ccc(OC)cc2)cc1 (stereo not drawn)	-5	0	-1.1	0.0

Full records from above. Values in the order: MITF inh, TEAD-YAP block, GPR151 activ, FBW7 act
`Cc1cccc(N=C2NC(=O)/C(=C/c3ccc(F)cc3)S2)c1C` reads -2, -8, 1.4, -0.1
`CNC(=O)c1cc2cc(OC)ccc2n1CCN(C)C` reads 2, 8, 0.0, 0.5

Bioassay records deposited in PubChem by The Scripps Research Institute Molecular Screening Center.
